Screens from PubChem.
NCI-60 one-dose screen, 48 h, at 10 µM unless noted. Numbers give growth in % (100 = growth as untreated, 0 = no growth, -100 = all killed).
SK-OV-3: SK-OV-3 ovarian cancer cells; actives 3.2% (n = 80,000); AID 1794785
IGROV1: IGROV1 ovarian cancer; actives 4.7% (n = 79,000)
OVCAR-3: OVCAR-3 ovarian cancer; actives 7% (n = 79,000)
OVCAR-5: OVCAR-5 ovarian cancer | actives 2.9% (n = 82,000) | AID 1794783
OVCAR-4: OVCAR-4 ovarian cancer cells; actives 3.7% (n = 80,000)
NCI-H522: NCI-H522 lung cancer; actives 8% (n = 78,000)
OVCAR-8: OVCAR-8 ovarian cancer. actives 4.4% (n = 81,000)
NCI-H23: NCI-H23 lung cancer; AID 1794731; actives 4% (n = 80,000)
NCI/ADR-RES: NCI/ADR-RES ovarian cells; actives 4.4% (n = 81,000); AID 1794790
The depositor's hits bear a star; . = no result given; & = joins results of further samples; [ ] = dose if it differs, or a comment. How the source made its calls: active means growth percent below 10; inactive means the rest.

The opening five entries, ahead of the listing:
SMILES	SK-OV-3	IGROV1	OVCAR-3	OVCAR-5	OVCAR-4	NCI-H522	OVCAR-8	NCI-H23	NCI/ADR-RES
CC1(C)CCC2(C(=O)O)CCC3(C)C(=CC[C@@H]4C5(C)CCC(=O)C(C)(C)[C@@H]5CCC43C)C2C1 (some centres undefined)	103	102	100	98	69	63	78	80	90
O/N=C\c1cc(-c2ccc(Cl)cc2)on1	120	111	100	110	104	109	113	94	101
COc1ccc(C2C=C(C)N=C3SC=C(C)N32)cc1OC (centres undefined)	106	122	121	91	108	95	101	104	108
COc1ccc(Cn2c(Br)c3c(c2-c2ccccc2)CCc2sc(NC(C)=O)nc2-3)cc1	118	82	108	111	84	82	80	99	97
O=C1CC(c2ccccc2O)Cc2c1cnn2-c1nc2ccccc2[nH]1 (centres undefined)	103	103	98	105	90	87	91	101	90

Main list, repeating the preview:
SMILES	SK-OV-3	IGROV1	OVCAR-3	OVCAR-5	OVCAR-4	NCI-H522	OVCAR-8	NCI-H23	NCI/ADR-RES
CC1(C)CCC2(C(=O)O)CCC3(C)C(=CC[C@@H]4C5(C)CCC(=O)C(C)(C)[C@@H]5CCC43C)C2C1 (some centres undefined)	103	102	100	98	69	63	78	80	90
O/N=C\c1cc(-c2ccc(Cl)cc2)on1	120	111	100	110	104	109	113	94	101
COc1ccc(C2C=C(C)N=C3SC=C(C)N32)cc1OC (centres undefined)	106	122	121	91	108	95	101	104	108
COc1ccc(Cn2c(Br)c3c(c2-c2ccccc2)CCc2sc(NC(C)=O)nc2-3)cc1	118	82	108	111	84	82	80	99	97
O=C1CC(c2ccccc2O)Cc2c1cnn2-c1nc2ccccc2[nH]1 (centres undefined)	103	103	98	105	90	87	91	101	90
OCCCCc1ccccc1	107	106	110	99	105	83	99	106	99
COc1cc(-c2nn(CN3CCN(S(=O)(=O)c4ccc(Cl)cc4)CC3)c(=S)o2)cc(OC)c1OC	99	101	102	95	88	98	101	96	103
Clc1ccc2c(NCCCNc3nc(-n4ccnc4)nc4ccccc34)ccnc2c1	94	79	90	96	75	89	86	96	101
COC(=O)C1C2CC(C(Br)C2Br)C1C(=O)O (centres undefined)	110&103	111&122	102&101	110&102	112&100	93	102&111	108&99	110&102
CN(C)c1cccc2c(S(=O)(=O)N[C@H]3CC[C@H]4[C@@H]5CCc6cc(O)ccc6[C@H]5CC[C@]34C)cccc12	33	33	20	78	51	-11*	46	41	12
C/C(=N\N1C(=O)c2ccccc2NC1c1ccc(C)cc1)c1c(O)cc(C)oc1=O (centres undefined)	89	84	100	99	95	88	96	95	103
Cc1ccc(NC(=O)c2ccc(N3CCN(c4ccccc4)CC3)cc2)cc1NC(=O)c1coc2nc(N)nc(N)c12	94	89	108	105	88	81	105	93	95
CC(=O)OC[C@H]1OC(Sc2sc(C(=O)c3ccc(Cl)cc3)c(N)c2-c2nc3ccccc3s2)[C@@H](OC(C)=O)[C@@H]1OC(C)=O (some centres undefined)	88	83	103	98	108	95	101	89	100
CN(C(=O)c1cc(S(=O)(=O)Nc2cccc(Cl)c2)c(O)c(O)c1O)c1ccc(N(C)C(=O)c2cc(S(=O)(=O)Nc3cccc(Cl)c3)c(O)c(O)c2O)cc1	62	89	84	93	81	77	83	99	95
N#Cc1nc(-c2ccccc2)oc1NCC(c1ccc(Cl)cc1)N1CCCCC1 (centres undefined)	93	77	97	101	80	78	100	91	91
CCN1C(=O)N(CC)C2Nn3c(s/c(=C\c4ccc([N+](=O)[O-])cc4)c3=O)=NC21 (centres undefined)	105	17	12	82	14	9.7*	67	69	23
CN(C)CCN1C(=O)c2cccc3c(-c4ccc5ncn(C6CCCCC6)c5c4)ccc(c23)C1=O	23	20	38	36	31	4.6*	15	30	20
N#CCN1CCCCC1	101	108	115	109	111	94	100	95	101
[2H]C([2H])([2H])Oc1ccc(/C=C/C(=O)/C=C(/C=C/c2ccc(OC([2H])([2H])[2H])c(OC([2H])([2H])[2H])c2)OB(F)F)cc1OC([2H])([2H])[2H]	115	57	37	108	93	84	32	82	85
CC(C)(C)c1ccc(OCC(=O)O)cc1	94	106	99	93	105	99	105	103	116
CC(=O)Nc1ccccc1S(=O)(=O)O	115	123	.	101	105	114	104	104	112
COC(=O)Cc1ccc([N+](=O)[O-])cc1[N+](=O)[O-]	109	103	118	105	96	98	99	102	104
Nc1c(C(=O)Nc2cccc(Cl)c2)oc2ncccc12	94	77	98	97	91	99	95	88	96
CCC1(CC(C)C)SC(N)=NC1=O (centres undefined)	100	.	118	113	112	.	100	98	98
COc1ccc(N2C(=O)c3ccccc3[C@@H](C(=O)O)[C@@H]2c2ccccc2)cc1	106	99	104	91	98	101	103	95	98
CCNC1=C(Cl)C(=O)c2ccccc2C1=O	115	108	108	129	107	87	100	75	99
Nc1[nH][nH]c(=O)c1N=Nc1ccccc1	107&101	104&109	111&106	109&101	100	79&89	108&102	99&99	105&106
C/C(=N\NC(=O)/C=C/CC(=O)O)c1nnn(-c2ccc([N+](=O)[O-])cc2)c1C	106	103	.	108	106	99	101	98	102
COc1ccc(N2CCN(c3nc(-c4ccccc4)c(C#N)c(=O)[nH]3)CC2)cc1	97	101	103	105	102	93	102	99	99
CCc1ccccc1NC(=O)/C(C#N)=C/c1ccc(Cl)cc1	108	114	96	103	89	93	101	100	105
CC(=O)N1CCOC12CCN(Cc1ccccc1)CC2	116	.	121	116	106	.	99	97	99
CC1CCCCCCC1OC(=O)c1ccccc1C(=O)O (centres undefined)	110	120	112	126	107	101	105	108	105
COc1cc(CNC(=O)CSc2nc3ccccc3c(=O)n2Cc2cc(OC)c(OC)c(OC)c2)cc(OC)c1OC	108	98	.	102	103	81	96	105	103
Nc1cc(Br)ccc1Br	117	109	124	97	128	100	98	95	99
Cc1ccc2c(C3NNC(=S)N3)cc(=O)oc2c1 (centres undefined)	96	104	101	103	93	98	103	99	100
O=C(Nc1ccc(-c2nc3cc4ccccc4cc3[nH]2)cc1)c1cccc(Br)c1	44	33	26	74	64	16	7.9*	54	39
CCCCCCCCN(CCCCCCCC)CCCCCCCCCN1CCCc2cc(OC)ccc21	94	101	.	91	78	79	101	63	89
CC(C)c1cccc(O)c1O	91	120	102	127	91	69	109	96	110
Cc1ccc(NC(=O)/C=C/c2ccc(OCCOc3ccc4c(C)cc(=O)oc4c3)cc2)cc1	106	104	.	104	109	103	105	.	103
Cc1csc(NC(c2ccccc2)c2cn(C)c3ccccc23)n1 (centres undefined)	99	97	92	99	92	106	70	89	91
CC(C)(C)NC1=NCCNC(c2ccccc2)=C1	106	109	108	107	98	102	104	115	114
COc1cc(C2CC(C3C(=O)N(C)C(=O)N(C)C3=O)=NN2c2cc(Cl)cc(Cl)c2)cc(OC)c1OC (centres undefined)	96	102	97	108	96	.	97	94	87
C[C@H]1[C@H]2C3=CC[C@@H]4[C@@]5(C)CCC(=O)C(C)(C)[C@@H]5CC[C@@]4(C)[C@]3(C)CC[C@@]2(C(=O)N2CCN(C)CC2)CC[C@@H]1C	91	93	90	98	99	89	83	93	78
CCc1nc(NC(C)(C)C)c2cnn(-c3ccccc3)c2n1	98	116	103	87	87	102	109	97	95
CC(=O)CN1CCCCC1	99	99	113	87	112	92	109	97	104
CCOc1ccccc1Nc1nc(-c2c(C)nc3sccn23)cs1	101	80	84	95	68	79	74	72	79
Nc1c(Cl)cc(/C=C2\C=Cc3ccccc32)cc1Cl	102	103	111	102	107	93	104	97	101
Cc1ccc([N+](=O)[O-])c(C)c1	102	90	96	110	113	105	89	97	100

A few values from the results shown.
In OVCAR-8, CC(=O)CN1CCCCC1 has the entry 109
In NCI-H522, CC(C)(C)NC1=NCCNC(c2ccccc2)=C1 has the entry 102

Next results.
SMILES	SK-OV-3	IGROV1	OVCAR-3	OVCAR-5	OVCAR-4	NCI-H522	OVCAR-8	NCI-H23	NCI/ADR-RES
Cc1ccc(S(=O)(=O)/N=c2/n(-c3ccccc3)nc3n2CCN3C2=NCCN2)cc1	115	103	105	104	.	98	103	105	105
O=C(NCCNc1cc(-c2cn(-c3ccccc3)nc2-c2cccc(O)c2)ccn1)c1cccc(O)c1	88	75	65	126	66	49	59	80	66
CN(C)CCC(=O)c1cccc2ccccc12	107	112	99	104	112	95	106	104	106
CC(C)=CCC/C(C(=O)O)=C1/[C@@H](O)C[C@@]2(C)[C@H]1C[C@@H](O)[C@H]1[C@@]3(C)CC[C@@H](O)[C@@H](C)[C@@H]3CC[C@@]12C	108	100	97	92	93	85	103	90	96
NC(=O)c1ccc(NC(=O)c2oc3ccccc3c2-c2cnn(-c3ccccc3)c2)cc1	62[50 µM]	11[50 µM]	1.1*[50 µM]	-6.3*[50 µM]	-31*[50 µM]	21[50 µM]	13[50 µM]	-22*[50 µM]	-3.8*[50 µM]
Cc1cc(C)n(-c2nc3ccccc3n3c(C)nnc23)n1	104	102	107	96	98	87	100	99	103
O=C(/C=C/c1cccc(OCc2ccc(F)cc2)c1)c1nc2ccccc2[nH]1	93	93	68	122	63	63	83	73	72
O=C(COc1cccc(/C=C2\COc3ccccc3C2=O)c1)c1ccccc1	99	.	80	.	79	-42*	19	.	.
Oc1ccccc1/C=N/NC(=S)NC1CC2C=CC1C2 (centres undefined)	96	62	67	109	78	60	84	56	0.7*
NS(=O)(=O)c1ccc(CCNC(=O)CSc2ccc(-c3ccccc3)nn2)cc1	85	88	101	112	75	66	105	68	109
N#Cc1c(-c2ccc(Cl)cc2)nc(SCc2ccccc2)nc1N1CCOCC1	97	107	.	97	86	78	92	102	91
COc1ccc(/C=N/NC(=O)c2cnn3c2NC(c2ccccc2)C3)cc1Oc1ccccc1 (centres undefined)	83	97	80	94	58	65	63	72	73
CC1CCc2[nH]c(=O)c(C(N)=O)c(C#N)c2C1 (centres undefined)	99	104	120	103	109	90	107	104	115
COC(=O)c1ccc(NC(=O)Cn2c(=S)n(-c3ccccc3)c(=O)c3ccccc32)cc1	.	88	97	91	92	79	101	97	107
Cc1nc(-c2cccs2)ccc1NC(=O)Nc1ccc2c(c1)OCO2	91	111	110	124	115	77	107	108	104
CC(C)C[C@H](NC(=O)/C=C/Cn1ccc2ccccc2c1=O)B(O)O	69	77	0.8*	47	89	.	87	56	106
CCCn1c(=S)sc2c(=O)[nH]c(C)nc21	105	.	122	102	108	85	101	112	105
COc1cc(/C=C2\C(=O)Nc3ccccc32)cc(OC)c1O	93	70	47	112	89	8.8*	79	66	19
Cc1oc(-c2ccc(Cl)c(Cl)c2)cc1C(=O)Nc1ccccc1	107	94	101	97	98	82	102	89	96
COc1ccccc1N=C(N)Nc1ccccc1OC	103	93	90	87	108	89	91	90	95
CC1=C(C(=O)OC(C)(C)C)C(c2ccc3c(c2)OCO3)NC(=O)N1 (centres undefined)	102	109	117	106	101	86	102	100	101

Compounds were not picked by outcome; any-hit rate near 11%.
